DDE Tn7 FP inh: inhibitors of Tn7 peptide binding to human fibrin DD(E). P02675. AID 720508. inhibition, % at 8.3 µM. FP displacement of FITC-Tn7 peptide from fibrin DD(E); 0% = median of compound wells per plate. actives 0.13% (n = 370,000);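 active = inhibition above the mean of compounds falling within the control limits plus 3 SD of them, cut at about 14% in these data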;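 also: 0% = plate median of compound wells and 100% = 10 µM Aha-Tn7 peptide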
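Assay system: human fibrin DD(E) protein / Input: 2 µM fibrin DD(E) / Benchmarks: high control of 10 µM Aha-Tn7 peptide / Measured by: fluorescence polarization of the labelled Tn7 tracer / Medium: Tris buffer with calcium and detergent, pH 7.8 / Timing: 10 min compound pre-incubation, 3 h probe incubation at room temperature / Repeats: one replicate per compound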
ADAM10 inh: inhibits human ADAM10. recombinant ADAM10, EDANS/DABCYL FRET peptide cleavage, 3 h. O14672. inhibition, % at 7 µM. actives 0.62% (n = 370,000);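 active = inhibition above a per-campaign cutoff equal to the mean of compounds falling between control-based bounds plus 3 SD, cut at about 20% in these data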;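 also: 0% = DMSO wells while the 100% control is not disclosed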
Target sequence (O14672 214-748 limits assumed): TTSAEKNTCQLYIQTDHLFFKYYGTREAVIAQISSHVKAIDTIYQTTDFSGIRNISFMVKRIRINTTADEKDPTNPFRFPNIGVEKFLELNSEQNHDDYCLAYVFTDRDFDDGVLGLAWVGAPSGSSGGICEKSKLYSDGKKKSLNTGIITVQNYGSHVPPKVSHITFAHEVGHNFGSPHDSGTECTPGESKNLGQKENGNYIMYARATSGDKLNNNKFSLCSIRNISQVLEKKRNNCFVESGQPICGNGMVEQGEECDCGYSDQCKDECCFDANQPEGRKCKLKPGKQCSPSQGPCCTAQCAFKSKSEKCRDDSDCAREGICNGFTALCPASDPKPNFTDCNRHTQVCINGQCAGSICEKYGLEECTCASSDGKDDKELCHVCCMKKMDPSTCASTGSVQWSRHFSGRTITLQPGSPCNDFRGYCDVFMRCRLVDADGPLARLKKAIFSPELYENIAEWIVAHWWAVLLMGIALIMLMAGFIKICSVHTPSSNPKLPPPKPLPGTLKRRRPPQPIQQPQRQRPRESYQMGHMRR
ASAP1 inh: inhibitors of human ASAP1 ArfGAP activity; Q9ULH1; ASAP1-stimulated ARF1 GTP hydrolysis, GDP FP detection; inhibition, % at 16.5 µM; actives 0.19% (n = 360,000); in the data active = inhibition above about 25%;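 also: 0% = vehicle with enzyme and substrate and 100% = no enzyme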
ARFGAP1 inh: rat ARFGAP1 inhibition | Q62848 | Arfgap1-stimulated ARF1 GTP hydrolysis, GDP FP detection | inhibition, % at 16.5 µM | actives 0.26% (n = 360,000);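 active = inhibition above a per-plate limit, mean inhibition of low control wells plus 3 SD, cut at about 25% in these data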;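 also: 0% = DMSO wells with enzyme and 100% = wells lacking Arfgap1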
Target sequence (Q62848 1-136 limits assumed): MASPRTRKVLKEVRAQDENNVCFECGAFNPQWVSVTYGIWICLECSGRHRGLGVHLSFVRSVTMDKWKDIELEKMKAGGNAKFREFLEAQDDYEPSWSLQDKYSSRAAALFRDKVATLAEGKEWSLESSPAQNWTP
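Replicates: Single well per compound | Assay system: Truncated rat Arfgap1 GAP domain | Control set: No-Arfgap1 wells (100%) versus DMSO full-reaction wells (0%) | Times: Enzyme reaction 120 min at 25 °C after 20 min preincubation | Reagent: Human ARF1(Δ1-17)-GTP substrate | Measured by: Tracer-displacement fluorescence polarization with EDTA stop, 620/688 nm | Measure: Percent inhibition of Arfgap1-stimulated GTP hydrolysis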
ADAM17 inh: ADAM17 inhibition, QFRET primary screen; P78536; recombinant ADAM17, EDANS/DABCYL FRET peptide cleavage; inhibition, % at 6.95 µM; actives 0.83% (n = 370,000);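 active = inhibition above the mean of compounds lying between control limits plus 3 SD, set per campaign, cut at about 8.5% in these data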;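 also: 0% = DMSO-only wells as the low control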
PLCg1 inh: inhibitors of human phospholipase C gamma1 | purified PLC-gamma1, fluorogenic substrate, fluorescence | inhibition, % at 12.2 µM | P19174 | actives 0.84% (n = 370,000); in the data active = inhibition above about 9.5%
KLK7 zymogen act: proKLK7 (human) activation, primary screen | P49862 | purified proKLK7, EDANS-DABCYL substrate fluorescence; 100% is mature enzyme control, 0% vehicle | activation, % at 7 µM | actives 0.9% (n = 370,000);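 active = activation above the mean of all tested compounds plus 3 SD, computed per campaign excluding outliers beyond control limits, cut at about 13% in these data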
Target sequence (P49862 whole entry, looked up): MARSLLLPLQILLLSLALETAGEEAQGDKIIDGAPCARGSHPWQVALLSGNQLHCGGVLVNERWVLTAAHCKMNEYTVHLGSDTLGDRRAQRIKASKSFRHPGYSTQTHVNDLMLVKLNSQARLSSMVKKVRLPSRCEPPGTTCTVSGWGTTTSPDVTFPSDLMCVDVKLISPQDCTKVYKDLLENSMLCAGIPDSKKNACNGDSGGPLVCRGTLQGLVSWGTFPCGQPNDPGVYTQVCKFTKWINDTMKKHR
Tn6 DDE FP: disrupts Tn6 cyclic peptide binding to fibrin D-Dimer-E complex. P02675. Fibrin DD(E) TRITC-Tn6 fluorescence polarization displacement. inhibition, % at 8.3 µM. actives 0.21% (n = 370,000). AID 720509;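 active = inhibition above a per-campaign cutoff: mean of compounds within control limits plus 3 SD, cut at about 15% in these data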;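 also: 0% = median of all compound wells on the plate and 100% = blocking peptide control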
TDP2 inh: blocks human TDP2 phosphodiesterase activity. O95551. recombinant TDP2, T5PNP hydrolysis, p-nitrophenol absorbance 415 nm. inhibition, % at 12.8 µM. actives 0.34% (n = 370,000). AID 720702;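 active = inhibition above the mean of all tested compounds plus 3 SD, set per campaign, cut at about 25% in these data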;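 also: 0% = DMSO with enzyme and 100% = buffer with substrate but no TDP2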
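System – recombinant human TDP2 · Amount – 120 nM TDP2 per well · Buffer or medium – Mg2+-containing Tris-HCl buffer, pH 7.5 · Reagent – T5PNP substrate, 5 mM · Dosing – 12.8 µM single point, 1% DMSO · Incubation – 2 h at 37 °C · Measured by – epi absorbance · Read-out basis – percent inhibition · Benchmarks – high control without enzyme, low control DMSO plus TDP2 · Repeats – singlicate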
LEDGF integ inh: blocks HIV-1 LEDGF/p75-dependent DNA integration; TR-FRET IN-LEDGF/p75 DNA integration, Eu/Cy5; inhibition, % at 3.7 µM; actives 0.64% (n = 370,000); AID 743269;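 active = inhibition above the screen-wide mean plus 3 SD, cut at about 13% in these data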;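 also: signal is the Cy5 over europium emission ratio at 671 and 618 nm; 0% = plate median of compound wells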
* hit, by the source's call.

Results for CCOC(=O)C1CCCN(C(=O)CN2C(=O)C(CC)Oc3ccc(C)cc32)C1 (stereo not drawn) ?
DDE Tn7 FP inh: 3; ADAM10 inh: -3; ASAP1 inh: 13; ARFGAP1 inh: -3; ADAM17 inh: -2; PLCg1 inh: -2; KLK7 zymogen act: 0.0; Tn6 DDE FP: -2; TDP2 inh: -8; LEDGF integ inh: 2

How did O=C(C1=NN(c2ccccc2)C2C(=O)N(c3ccccc3)C(=O)C12)c1ccccc1 (stereo not drawn) do in these assays?
DDE Tn7 FP inh: -5; ADAM10 inh: 13; ASAP1 inh: -16; ARFGAP1 inh: 5; ADAM17 inh: 4; PLCg1 inh: -129; KLK7 zymogen act: -0.6; Tn6 DDE FP: -5; TDP2 inh: -14; LEDGF integ inh: 7

Results for CCC(C)Sc1cc(-c2nc3ccc(C)cn3c2NCc2ccccc2)ccc1OC (stereo not drawn) ?
DDE Tn7 FP inh: -4; ADAM10 inh: -381; ASAP1 inh: -7; ARFGAP1 inh: -7; ADAM17 inh: -151; PLCg1 inh: inactive; KLK7 zymogen act: -145; Tn6 DDE FP: 0; TDP2 inh: -2; LEDGF integ inh: -1

Results for COc1cc2c(cc1NC(=O)CCC(=O)O)oc1ccccc12 ?
DDE Tn7 FP inh: -4; ADAM10 inh: -12; ASAP1 inh: 6; ARFGAP1 inh: 0; ADAM17 inh: -1; PLCg1 inh: -2; KLK7 zymogen act: -0.3; Tn6 DDE FP: -2; TDP2 inh: 5; LEDGF integ inh: -1

What do the screens show for `CC(Sc1nnc(-c2ccccc2F)n1C1CC1)C(N)=O` (stereo not drawn)?
DDE Tn7 FP inh: 6; ADAM10 inh: 0; ASAP1 inh: -7; ARFGAP1 inh: 5; ADAM17 inh: 0; PLCg1 inh: 3; KLK7 zymogen act: 0.1; Tn6 DDE FP: 8; TDP2 inh: -11; LEDGF integ inh: -3

What do the screens show for `Cc1ccc(S(=O)(=O)CCC(=O)OCC(=O)Nc2cccc(S(=O)(=O)N3CCCCC3)c2)cc1`?
DDE Tn7 FP inh: 4; ADAM10 inh: -6; ASAP1 inh: -1; ARFGAP1 inh: 4; ADAM17 inh: -2; PLCg1 inh: 2; KLK7 zymogen act: 0.2; Tn6 DDE FP: 3; TDP2 inh: -3; LEDGF integ inh: -1

What do the screens show for `CCOc1c(OC)cccc1C1CC(=O)Nc2cc3c(cc21)OCCO3` (stereo not drawn)?
DDE Tn7 FP inh: 5; ADAM10 inh: 0; ASAP1 inh: -7; ARFGAP1 inh: 7; ADAM17 inh: 1; PLCg1 inh: 2; KLK7 zymogen act: 0.2; Tn6 DDE FP: 8; TDP2 inh: 8; LEDGF integ inh: 4

How did CN(CC(=O)Nc1ccccc1Cl)C(=O)CCc1nc2ccccc2c(=O)[nH]1 do in these assays?
DDE Tn7 FP inh: 2; ADAM10 inh: -19; ASAP1 inh: -7; ARFGAP1 inh: 3; ADAM17 inh: -3; PLCg1 inh: -9; KLK7 zymogen act: -1.4; Tn6 DDE FP: -1; TDP2 inh: 5; LEDGF integ inh: -5

Results for CCOCCCn1c(=O)c2ccccc2n2c(=S)[nH]nc12 ?
DDE Tn7 FP inh: -5; ADAM10 inh: 3; ASAP1 inh: 6; ARFGAP1 inh: 5; ADAM17 inh: -1; PLCg1 inh: 3; KLK7 zymogen act: 0.0; Tn6 DDE FP: 2; TDP2 inh: 0; LEDGF integ inh: -2

What do the screens show for `NNC(=O)c1ccc(COc2ccc([N+](=O)[O-])cc2)o1`?
DDE Tn7 FP inh: -2; ADAM10 inh: 6; ASAP1 inh: 7; ARFGAP1 inh: 0; ADAM17 inh: 4; PLCg1 inh: 3; KLK7 zymogen act: -0.7; Tn6 DDE FP: -4; TDP2 inh: -3; LEDGF integ inh: 2

How did Cc1cccc(NC(=O)CNC(=O)Cc2ccc3c(c2)OCCO3)c1C do in these assays?
DDE Tn7 FP inh: 13; ADAM10 inh: -14; ASAP1 inh: -7; ARFGAP1 inh: 8; ADAM17 inh: -4; PLCg1 inh: -12; KLK7 zymogen act: -0.3; Tn6 DDE FP: -1; TDP2 inh: 1; LEDGF integ inh: 0

How did O=C1NC[C@H](CCCCN2C[C@H](Cc3ccc(O)cc3)N(Cc3ccccc3)C(=O)C2=O)N(CC2CCCCC2)C1=O do in these assays?
DDE Tn7 FP inh: 7; ADAM10 inh: 0; ASAP1 inh: 1; ARFGAP1 inh: 6; ADAM17 inh: -1; PLCg1 inh: 1; KLK7 zymogen act: 0.3; Tn6 DDE FP: -4; TDP2 inh: 1; LEDGF integ inh: 1

Results for O=C(NC(CO)(CO)CO)c1coc(=O)c(Br)c1 ?
DDE Tn7 FP inh: -4; ADAM10 inh: -242; ASAP1 inh: 0; ARFGAP1 inh: 3; ADAM17 inh: -59; PLCg1 inh: -36; KLK7 zymogen act: 41*; Tn6 DDE FP: -10; TDP2 inh: 0; LEDGF integ inh: 1

What do the screens show for `CC(C)(C)NC(=O)CSc1nc(O)cc(=O)n1-c1ccccc1F`?
DDE Tn7 FP inh: -8; ADAM10 inh: -8; ASAP1 inh: -19; ARFGAP1 inh: 0; ADAM17 inh: -2; PLCg1 inh: -5; KLK7 zymogen act: -0.6; Tn6 DDE FP: -4; TDP2 inh: 10; LEDGF integ inh: 2

How did CC(C)c1cc(CN2C(C)COCC2C)cc(C(C)C)c1O (stereo not drawn) do in these assays?
DDE Tn7 FP inh: 4; ADAM10 inh: -1; ASAP1 inh: 3; ARFGAP1 inh: -12; ADAM17 inh: -1; PLCg1 inh: 1; KLK7 zymogen act: 0.4; Tn6 DDE FP: 3; TDP2 inh: 1; LEDGF integ inh: -1

Results for CC(C)[C@H](NC(=O)c1ccco1)C(=O)Nc1ccc(OC(F)F)cc1 ?
DDE Tn7 FP inh: -2; ADAM10 inh: -1; ASAP1 inh: 7; ARFGAP1 inh: 7; ADAM17 inh: 1; PLCg1 inh: 3; KLK7 zymogen act: 0.1; Tn6 DDE FP: -2; TDP2 inh: 4; LEDGF integ inh: -3

Results for CC(C)(C)c1ccc(-c2nnc(SCC(=O)Nc3ccc(S(=O)(=O)Nc4nccs4)cc3)n2Cc2ccco2)cc1 ?
DDE Tn7 FP inh: -2; ADAM10 inh: 10; ADAM17 inh: 9.6*; PLCg1 inh: -1; KLK7 zymogen act: 0.6; Tn6 DDE FP: 1; TDP2 inh: -5; LEDGF integ inh: 1

Results for Clc1cccc(CN2CCN(c3ncccn3)CC2)c1Cl ?
DDE Tn7 FP inh: 3; ADAM10 inh: 4; ASAP1 inh: -5; ARFGAP1 inh: -12; ADAM17 inh: 1; PLCg1 inh: 0; KLK7 zymogen act: 0.5; Tn6 DDE FP: 13; TDP2 inh: 14; LEDGF integ inh: 3

How did CC1=C(C)SC(=C(C#N)c2nnc(N3CCOCC3)n2-c2ccccc2)S1 do in these assays?
DDE Tn7 FP inh: 0; ADAM10 inh: -9; ASAP1 inh: -11; ARFGAP1 inh: 14; ADAM17 inh: 6; PLCg1 inh: 0; KLK7 zymogen act: 0.3; Tn6 DDE FP: -9; TDP2 inh: -14; LEDGF integ inh: -5

Results for Cc1ccnc(NC(=O)c2ccc(Cl)c(NC(=O)C(C)Oc3ccccc3)c2)c1 (stereo not drawn) ?
DDE Tn7 FP inh: -8; ADAM10 inh: 4; ASAP1 inh: 7; ARFGAP1 inh: 3; ADAM17 inh: 4; PLCg1 inh: 9.9*; KLK7 zymogen act: 0.3; Tn6 DDE FP: 1; TDP2 inh: -20; LEDGF integ inh: 1

How did Cc1nc(-c2cnn(-c3ccccc3)c2)c2cc(C)oc2n1 do in these assays?
DDE Tn7 FP inh: 6; ADAM10 inh: -221; ASAP1 inh: 6; ARFGAP1 inh: -4; ADAM17 inh: -67; PLCg1 inh: -34; KLK7 zymogen act: -1.3; Tn6 DDE FP: 4; TDP2 inh: 3; LEDGF integ inh: -2

Results for CS(=O)(=O)c1ccc(C(=O)N(Cc2ccccc2)c2ccccc2)cc1 ?
DDE Tn7 FP inh: 4; ADAM10 inh: -2; ASAP1 inh: 4; ARFGAP1 inh: -5; ADAM17 inh: -5; PLCg1 inh: -3; KLK7 zymogen act: -0.6; Tn6 DDE FP: -3; TDP2 inh: -2; LEDGF integ inh: -2

What do the screens show for `CCCCOC(=O)Cn1c(=N)n(CCC)c2ccccc21`?
DDE Tn7 FP inh: -6; ADAM10 inh: 4; ASAP1 inh: 0; ARFGAP1 inh: 2; ADAM17 inh: 1; PLCg1 inh: 6; KLK7 zymogen act: 0.2; Tn6 DDE FP: 10; TDP2 inh: -5; LEDGF integ inh: 3

Results for COc1cc(OC)cc(C(=O)n2nc(C)cc2C)c1 ?
DDE Tn7 FP inh: -5; ADAM10 inh: 7; ASAP1 inh: -2; ARFGAP1 inh: 6; ADAM17 inh: 2; PLCg1 inh: 2; KLK7 zymogen act: -0.5; Tn6 DDE FP: -1; TDP2 inh: -12; LEDGF integ inh: -2

What do the screens show for `COc1cccc(-c2cc(NC(C)=O)c3ncc(-c4ccc(OC)c(OC)c4)n3c2)c1`?
DDE Tn7 FP inh: 2; ADAM10 inh: -47; ASAP1 inh: 1; ARFGAP1 inh: 5; ADAM17 inh: -16; PLCg1 inh: -78; KLK7 zymogen act: -1.0; Tn6 DDE FP: -9; TDP2 inh: -3; LEDGF integ inh: -5

What do the screens show for `CN1C(=O)N(C)C2(C)CC1(C)N(C)C(=O)N2C`?
DDE Tn7 FP inh: -6; ADAM10 inh: -6; ASAP1 inh: -12; ARFGAP1 inh: -2; ADAM17 inh: -1; PLCg1 inh: 1; KLK7 zymogen act: -0.7; Tn6 DDE FP: 7; TDP2 inh: 6; LEDGF integ inh: -4

What do the screens show for `CCn1nc(C)c([N+](=O)[O-])c1C(=O)NNC(=O)c1ccccc1Cl`?
DDE Tn7 FP inh: -8; ADAM10 inh: 7; ASAP1 inh: -6; ARFGAP1 inh: 5; ADAM17 inh: 1; PLCg1 inh: 0; KLK7 zymogen act: 0.4; Tn6 DDE FP: 1; TDP2 inh: -7; LEDGF integ inh: 5
